# From PubChem BioAssay
# L3MBTL1 inh: blocks human L3MBTL1. AID 485360. AlphaScreen L3MBTL1–H3K9me1 peptide binding. Potency, µM (titrated, usually from 57.1 µM), for inactives: at the top dose activity, negative = inhibition, hits mostly inhibitors. 0.66% of 230,000 active; note: potency is the fitted concentration of half-maximal effect; % is set by controls: 0 for no effect and ±100 for the full control effect; nearly all actives have a fitted effect of over 60% in size
#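 AlphaScreen assay: L3MBTL1 (50 nM final) was preincubated 30 min at room temperature with biotinylated H3(1-15)K9me1 peptide (75 nM final), then 30 min with library compounds; streptavidin donor and nickel chelate acceptor beads (10 ug/mL final) added, 30 min dark.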
# Epigenetic reg: derepresses silenced GFP reporter in murine cells; murine LDR cells, GFP reporter derepression, 30 h; Potency, µM (series often up to 53.9 µM), for the others: at the highest dose GFP activation, actives largely listed as activators; 0.2% of 280,000 active; note: potency is the fitted concentration of half-maximal effect; % of control where 0% means no effect; nearly all actives have a fitted effect of over 60% in size
#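 Reporter derepression read as number of fluorescent GFP-positive objects, 20-120 um in size, counted by laser-scanning cytometer. Mouse LDR line with an epigenetically silenced CMV-GFP locus; compound incubation 30 h, 37 C.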
# NPSR antag: neuropeptide S receptor (human) antagonism, cAMP; Q6W5P4; CHO-NPSR cells, cAMP TR-FRET, antagonist mode; Potency, µM (highest dose often 38.3 µM), for inactives: top-dose activity change, negative = inhibition, most hits filed as inhibitors; 1% of 220,000 active; AID 1461; note: potency is the fitted concentration of half-maximal effect; % is set by controls: 0 for no effect and ±100 for the full control effect; nearly all actives have a fitted effect of over 50% in size; many of its hits are not listed in these tables
# Target sequence (Q6W5P4 whole entry, looked up): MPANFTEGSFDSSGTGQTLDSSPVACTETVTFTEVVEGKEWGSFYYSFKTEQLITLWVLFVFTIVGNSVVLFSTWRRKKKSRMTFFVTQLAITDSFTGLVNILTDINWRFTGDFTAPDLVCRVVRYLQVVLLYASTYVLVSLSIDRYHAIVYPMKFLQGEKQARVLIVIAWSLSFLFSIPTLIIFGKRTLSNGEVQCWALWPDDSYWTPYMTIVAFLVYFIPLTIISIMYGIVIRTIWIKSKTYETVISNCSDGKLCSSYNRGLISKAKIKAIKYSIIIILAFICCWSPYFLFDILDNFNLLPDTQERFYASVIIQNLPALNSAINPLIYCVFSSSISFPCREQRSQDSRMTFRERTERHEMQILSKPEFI
# CBFb-RUNX1 inh: CBF-beta/RUNX1 interaction disruption; 230,000 tested, under 10 active; AlphaScreen CBFb-His/RUNX1-biotin binding, biochemical; Potency, µM (titrated, usually from 59.8 µM), inactives show top-dose activity, negative = inhibition, hits mostly inhibitors; AID 1477; note: % of control where 0% means no effect
# Target sequence (Q01196 whole entry, looked up): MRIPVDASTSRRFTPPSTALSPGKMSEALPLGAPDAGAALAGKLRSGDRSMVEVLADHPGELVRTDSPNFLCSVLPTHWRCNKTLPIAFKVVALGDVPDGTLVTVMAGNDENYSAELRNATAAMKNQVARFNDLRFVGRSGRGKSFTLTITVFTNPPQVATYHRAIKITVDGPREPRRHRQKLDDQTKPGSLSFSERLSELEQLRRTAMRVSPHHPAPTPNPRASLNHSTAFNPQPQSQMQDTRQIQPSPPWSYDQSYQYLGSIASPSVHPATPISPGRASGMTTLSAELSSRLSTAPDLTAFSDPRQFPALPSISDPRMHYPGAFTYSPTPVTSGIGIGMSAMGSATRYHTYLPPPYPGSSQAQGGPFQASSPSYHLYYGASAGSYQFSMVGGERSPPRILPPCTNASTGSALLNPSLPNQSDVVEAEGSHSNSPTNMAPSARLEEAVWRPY
# Target sequence (Q13951 whole entry, looked up): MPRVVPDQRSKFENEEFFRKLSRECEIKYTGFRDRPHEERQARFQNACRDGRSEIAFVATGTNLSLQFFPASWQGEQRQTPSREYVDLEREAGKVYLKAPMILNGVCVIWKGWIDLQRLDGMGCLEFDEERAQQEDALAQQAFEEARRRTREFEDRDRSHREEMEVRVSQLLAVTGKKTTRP
#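 CBF-beta (His) and RUNX1 (biotin), 30 nM each; 20 min preassociation; + compound, 15 min; + beads 50 ng each (Ni, streptavidin), 90 min; RT; AlphaScreen read.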
# IMPase Li inh: cell-permeable IMPase inhibitors with lithium potentiation. Potency, µM (doses to about 59.4 µM), without a hit: at the highest dose activity, negative = IMPase inhibition, actives largely listed as inhibitors. CHO-M1 cells, IP1 TR-FRET (IP-One), carbachol + lithium. 0.35% of 210,000 active. AID 1457;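 note: IP1 builds up when IMPase is blocked and the TR-FRET signal falls; potency is the fitted concentration of half-maximal effect; plate controls were basal vehicle for no effect and high inhibitor control for full effect; nearly all actives have a fitted effect of over 50% in size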
#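 IP1 accumulation measured by competitive TR-FRET in lysed CHO-M1 cells after 30 min compound exposure at 37C, with a small lithium addition to potentiate weak responses. Hill-equation AC50 from ratio and donor-channel data.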
# KinaseGlo FLuc: Kinase-Glo luciferase inhibition (counter-screen) | Kinase-Glo luciferase, ATP luminescence, 8 min | Potency, µM (doses to about 38.3 µM), inactives show at the top dose activity change, negative = inhibition, most hits filed as inhibitors | 0.28% of 200,000 active | Q27757; note: potency is the fitted concentration of half-maximal effect; % is set by controls: 0 for no effect and ±100 for the full control effect; nearly all actives have a fitted effect of over 60% in size
#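 Substrate mix (final 50 mM imidazole pH 7.2, 50 mM KCl, 7 mM MgCl2, 10 uM ATP, 0.01% Tween 20, 0.05% BSA) plus pin-tool compound, then Kinase-Glo detection mix; 8 min ambient, luminescence read.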
# HttQ103 aggreg: inhibitors of mutant huntingtin aggregate formation in PC12 cells; Potency, µM (titrated, usually from 46.1 µM), without a hit: at the top dose activity change, negative = inhibition, usual class: inhibitors; 1.1% of 220,000 active; PC12 HttQ103-GFP aggregates, Acumen cytometry, 40 h; note: potency is the fitted concentration of half-maximal effect; % is set by controls: 0 for no effect and ±100 for the full control effect; nearly all actives have a fitted effect of over 60% in size
#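 PC12 cells stably carrying ecdysone-inducible HTT exon 1 Q103–GFP were induced with tebufenozide (100 nM final) and treated with library compounds in titration. GFP aggregates in lysates were counted by laser scanning cytometry.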
# * marks the source's active call; other numbers are inactive results; u = inconclusive; x = no result given; & = joins results of further samples; [ ] = dose if it differs, or a comment. Calls come from the whole dose curve; as a rule, active = well fitted curve in the direction sought with a large enough effect; inconclusive = small, poorly fitted or top-dose-only effect, or another doubt; inactive = no such curve, though single readings can be large; an effect the other way counts as inactive or inconclusive.
SMILES,L3MBTL1 inh,Epigenetic reg,NPSR antag,CBFb-RUNX1 inh,IMPase Li inh,KinaseGlo FLuc,HttQ103 aggreg
N#Cc1nc(-c2ccco2)oc1N1CCC(Cc2ccccc2)CC1,x,1.7%,u,u,-4.3%[38.3 µM],0.7%,u
N#Cc1c(-c2ccco2)nc(SCC(=O)Nc2cccc(Cl)c2)[nH]c1=O,-13.6%,3.2%,u,-7.2%,10µM*,-1.8%,-8.1%
CNC(=S)N=Nc1c(O)[nH]c2ccc(C(C)C)cc12,-19.8%,0.0%,-10.2%[46.1 µM],-24.1%,x,x,u
Cc1ccc(C(=O)NCCc2ccccn2)cc1S(=O)(=O)N1CCOCC1,x,-3.2%,16.8%,u,x,x,29.2%[9.22 µM]
CC(C)Cn1c(N)c(C(=O)COC(=O)c2cccnc2Cl)c(=O)n(C)c1=O,6.5%,-2.2%,-6.6%,0.8%,10.5%,0.0%,0.3%
O=C(c1ccco1)N1CCN(C(=O)C(Sc2ccccc2)c2ccccc2)CC1 (stereo unspecified),4.8%[11.4 µM],-0.9%,-8.8%[46.1 µM],8.0%,36.0%[activator][38.3 µM],-2.5%,10µM*
Cc1cc(/C=C2\SC(=S)NC2=O)cc(C)c1O,-19.8%,2.1%,50.0%,-15.1%,x,x,-11.4%[9.22 µM]
COc1ccc(Cc2nnc(SCC(=O)NCc3ccco3)o2)cc1,-24.5%,-2.0%,-24.1%[46.1 µM],7.4%,21.4%[38.3 µM],1.8%,-3.5%
Cc1cc(-c2n[nH]c(=S)n2/N=C/c2ccc(Br)s2)n[nH]1,-14.6%,-3.2%,-21.5%,2.9%,-0.9%,0.1%,u
N#C/C(=N\Nc1ccccc1)C(=N)N1CCCCC1,x,-3.6%,-11.8%[46.1 µM],-7.6%,9.8%[38.3 µM],-1.3%,5.2%[9.22 µM]
CCN(CC(=O)Nc1ccc(NC(C)=O)cc1)CC(=O)Nc1ccccc1C(=O)c1ccccc1,19.4%,-0.4%,-17.7%,18.0%,-1.1%,-1.4%,-8.2%
O=C(NN1C(=O)/C(=C/C=C/c2ccccc2)SC1=S)c1ccncc1,x,5.1%,-39.3%,-11.1%,11.6%,7.4%,-11.2%
Cc1ccccc1CNC(=O)c1ccc(CSCc2ccccc2)cc1,11.6%,2.5%,-15.8%[46.1 µM],u,28.8%[38.3 µM],0.2%,-31.4%
CCCCCC(=O)NC(NC(=S)Nc1ccc(S(N)(=O)=O)cc1)C(Cl)(Cl)Cl (stereo unspecified),-0.2%,-1.1%,-11.1%[46.1 µM],-1.9%,3.1%[38.3 µM],-1.0%,7.6%
O=C(c1cc(N2CCCCC2)nc2ccccc12)N1CCOCC1,-2.3%,0.4%,8.3%[7.67 µM],3.1%,-13.4%[38.3 µM],-3.9%,-3.6%
CCN(CC)C(=O)CSc1nnc(CCN)o1,6.0%,0.0%,-1.3%[46.1 µM],-0.2%,4.9%[38.3 µM],0.6%,-6.1%
O=C(NC1CC1)c1cc2c(s1)CS(=O)(=O)C2,x,-0.2%,10.9%,-3.7%,-12.7%,x,24.3%
COC(=O)CC(NC(=O)c1cccs1)c1ccc(OC)c(OC)c1 (stereo unspecified),u,-0.3%,6.6%,-6.8%,3.7%,-2.2%,-11.7%
O=C(c1cccc2nc3ccccc3nc12)N1CCOCC1,-2.2%,-2.6%,-6.3%,-1.5%,x,x,11.0%[9.22 µM]
N#Cc1ccc(C23CC4(C2)[C@H](CN(Cc2cccnc2)[C@@H]4c2ccccc2)C3c2ccccc2)cc1 (stereo partly specified),x,4.0%&1.6%,-42.8%,-10.5%&9.9%,5.7%,-2.4%,3.0%[9.22 µM]
N#C/C(=C\c1ccc(N2CCOCC2)o1)c1ccccc1,36.5%,11.2µM*,u,u,27.5%[38.3 µM],0.3%,u
CC(=O)CC(=O)[C@@]1(O)CC[C@@H]2[C@@H]3C=C(C)C4=CC(=O)CC[C@@H]4[C@H]3CC[C@]21C,x,0.0%[16.9 µM],x,8.2%[21.7 µM],10.3%,-1.6%[17.1 µM],x
CCOC(=O)c1c(C)nc2sc3c(c2c1-c1ccc(OC)cc1)NC(c1ccc(OC)cc1)NC3=O (stereo unspecified),5.6%,-0.9%,-18.0%[46.1 µM],-2.6%,-2.3%[38.3 µM],-5.2%,11.0%
Cc1ccc(/C(N)=N/OC(=O)c2ccco2)cc1,8.1%,-2.0%,-2.2%[46.1 µM],7.3%,0.1%,-9.0%,5.7%
Cc1ccccc1N=Cc1cc2c(cc1O)OC(N)=C(C#N)C2c1ccccc1 (stereo unspecified),1.0%,0.0%,u,12.5%,-4.5%,-0.8%,u

# Reformatted with values under each structure: two of the compounds above
# Each structure is followed by: L3MBTL1 inh | Epigenetic reg | NPSR antag | CBFb-RUNX1 inh | IMPase Li inh | KinaseGlo FLuc | HttQ103 aggreg
> CNC(=S)N=Nc1c(O)[nH]c2ccc(C(C)C)cc12
 : -19.8% | 0.0% | -10.2%[46.1 µM] | -24.1% | x | x | u
> N#Cc1c(-c2ccco2)nc(SCC(=O)Nc2cccc(Cl)c2)[nH]c1=O
 : -13.6% | 3.2% | u | -7.2% | 10µM* | -1.8% | -8.1%

# Complete entries, looked up by structure. Values in the order: L3MBTL1 inh, Epigenetic reg, NPSR antag, CBFb-RUNX1 inh, IMPase Li inh, KinaseGlo FLuc, HttQ103 aggreg
# Results for N#C/C(=N\Nc1ccccc1)C(=N)N1CCCCC1 : x, -3.6%, -11.8%[46.1 µM], -7.6%, 9.8%[38.3 µM], -1.3%, 5.2%[9.22 µM]
# Results for Cc1ccc(/C(N)=N/OC(=O)c2ccco2)cc1 : 8.1%, -2.0%, -2.2%[46.1 µM], 7.3%, 0.1%, -9.0%, 5.7%
# Results for CCN(CC(=O)Nc1ccc(NC(C)=O)cc1)CC(=O)Nc1ccccc1C(=O)c1ccccc1 : 19.4%, -0.4%, -17.7%, 18.0%, -1.1%, -1.4%, -8.2%
# Results for Cc1ccc(C(=O)NCCc2ccccn2)cc1S(=O)(=O)N1CCOCC1 : x, -3.2%, 16.8%, u, x, x, 29.2%[9.22 µM]
# Results for Cc1ccccc1N=Cc1cc2c(cc1O)OC(N)=C(C#N)C2c1ccccc1 (stereo unspecified) : 1.0%, 0.0%, u, 12.5%, -4.5%, -0.8%, u

# Continued.
SMILES,L3MBTL1 inh,Epigenetic reg,NPSR antag,CBFb-RUNX1 inh,IMPase Li inh,KinaseGlo FLuc,HttQ103 aggreg
CCCc1cc(C(=O)NC2CCCCC2)no1,-5.8%,0.8%,-15.8%[46.1 µM],-3.2%,29.6%[38.3 µM],-5.6%,-3.8%
CCc1c(O)nc(SCc2ccccc2)n(C(C)CC)c1=O (stereo unspecified),x,-1.1%,-18.8%[46.1 µM],-0.7%,37.5%[activator][38.3 µM],1.5%,5.6%
Nc1nc(COc2ccc3ccccc3c2)cs1,x,-1.9%,u,-10.2%,-4.2%[38.3 µM],-0.6%,u
Cc1cc(C)c(C#N)c(SCc2nnc(-c3ccccc3)o2)n1,19.1%,-0.8%,-1.7%,6.4%,22.7%,-2.0%,17.8%
O=S(=O)(NNc1ccc(Cl)nn1)c1ccc(F)cc1,-11.1%,3.2%,21.0%,2.5%,-4.3%,-1.5%,u
O=C(CN1C(=O)CSc2ccccc21)N/N=C/c1ccco1,x,0.1%,1.4%,1.5%,x,x,17.5%[9.22 µM]
CCOC(=O)c1c(C)n(C)c2ccc(OC)c(NC(=O)CN3CCSCC3)c12,0.3%,-4.8%,u,-2.3%,4.0%[38.3 µM],-6.4%,25.7%
Cc1cccc(OCc2nc(-c3cccnc3)no2)c1,8.0%,4.5%,14.2%,2.6%,1.8%,-0.4%,-22.0%
CC(=O)Nc1ccc(OCC(O)CN2CCN(c3cc(Cl)ccc3C)CC2)cc1 (stereo unspecified),x,-1.0%,-19.6%[46.1 µM],5.2%,14.9%[38.3 µM],-1.1%,12.1%
O=C(O)c1ccc(CNCc2ccc(Cl)cc2)cc1,2.8%,-1.0%,18.9%,0.4%,-3.6%,0.8%,-4.3%
Cc1cc(Cl)ccc1OCC(=O)N/N=C/c1ccc(OC2OC(CO)C(O)C(O)C2O)cc1 (stereo unspecified),x,2.0%,-15.0%,8.2%,x,x,-5.7%[9.22 µM]
COC(=O)c1sc2ccccc2c1N,1.6%,3.0%,18.1%[46.1 µM],12.0%,6.4%[38.3 µM],-1.0%,-10.9%
Cc1cccc(C(=O)N/N=C/c2ccc[nH]2)c1,-5.7%,0.0%,-1.5%,-2.7%,-6.8%,-4.1%,-4.2%
COc1ccc(C(=O)c2c(C)oc3cc([N+](=O)[O-])c(O)c([N+](=O)[O-])c23)cc1,-4.6%,-1.1%,-2.5%[46.1 µM],-18.0%,4.8%,0.1%,-12.3%
CC(=O)Cc1cc(=O)c2c(C)cc(O)c(C3OC(CO)C(O)C(O)C3O)c2o1 (stereo unspecified),x,1.1%,20.3%,3.1%,x,x,2.3%[9.22 µM]
O=c1c2cc(-c3ccccc3)sc2nc2n1N=C(c1ccccc1)CS2,-6.7%,0.0%,9.9%,-9.5%,x,x,11.3%[9.22 µM]
O=C(NCc1ccc(Cl)cc1)C1CCN(S(=O)(=O)c2cc([N+](=O)[O-])ccc2Cl)CC1,-3.0%,0.0%,-12.0%,3.0%,15.0%,-2.2%,14.7%
COc1ccc(-c2cc3nc(C)cc(NCCO)n3n2)cc1,-3.1%,4.3%,-5.7%[46.1 µM],3.8%,-1.4%[38.3 µM],1.4%,28.6%
Cc1ccc(-c2noc(CN(C(=O)c3cccc(Br)c3)C(C)C)n2)cc1,x,1.7%,-24.0%[46.1 µM],8.8%,4.7%[38.3 µM],-0.3%,-25.6%
N#CC1(C#N)C(C(=O)C23CC4CC(CC(C4)C2)C3)C12CCOCC2 (stereo unspecified),17.8%,-1.2%,-21.6%,-3.3%,-10.6%,0.6%,-14.2%
CCN(CC)S(=O)(=O)c1ccc2c(c1)c(=O)c(C(=O)NCc1cccs1)cn2C,3.9%,0.0%,-15.0%,-5.3%,2.8%,-1.1%,-10.6%
Cc1ccc(NC(=O)NCc2ccc3c(c2)OCO3)cc1C,9.6%,-1.2%,2.8%,7.5%,3.8%,x,-13.0%[9.22 µM]
CCc1ccc2nc(Nc3nc(COC)cc(=O)[nH]3)nc(C)c2c1,-4.1%,-1.1%,-11.4%[46.1 µM],1.2%,-7.7%[38.3 µM],-5.1%,-6.8%

# The list is partial; count on the stated rates, not on these rows.
